TLR9-MyD88 inh: blocks human TLR9 binding to MyD88. CHO BLA complementation TLR9-MyD88, CCF4 FRET ratio. AID 504734. inhibition, % at 4.98 µM. 340,000 compounds, 0.21% hits;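 active = inhibition above the mean over all tested compounds plus 3 SD, cut at about 21% in these data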;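 note: 0% = DMSO only wells and 100% = clavulanate BLA inhibitor control wells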
Granule exo inh: blocks lytic granule exocytosis | TALL-104 LAMP-1 surface exposure, flow cytometry; cells stimulated with thapsigargin and PMA | inhibition, % at 10 µM | 360,000 compounds, 0.66% hits | AID 651702;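 active = inhibition above about 55%, limit read from the data; inconclusive = no clear call, values can overlap the other calls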
ABHD5-PLIN5 inh: ABHD5-PLIN5 protein interaction inhibition. Q00G26+Q8WTS1. Split G. princeps luciferase complementation, luminescence, 4 h. inhibition, % at 4 µM. 360,000 compounds, 0.78% hits;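 active = inhibition above the mean inhibition across every tested compound plus 3 SD, cut at about 22% in these data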;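 note: 0% = DMSO only wells and the 100% control is not disclosed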
Target sequence (Q00G26 whole entry, looked up): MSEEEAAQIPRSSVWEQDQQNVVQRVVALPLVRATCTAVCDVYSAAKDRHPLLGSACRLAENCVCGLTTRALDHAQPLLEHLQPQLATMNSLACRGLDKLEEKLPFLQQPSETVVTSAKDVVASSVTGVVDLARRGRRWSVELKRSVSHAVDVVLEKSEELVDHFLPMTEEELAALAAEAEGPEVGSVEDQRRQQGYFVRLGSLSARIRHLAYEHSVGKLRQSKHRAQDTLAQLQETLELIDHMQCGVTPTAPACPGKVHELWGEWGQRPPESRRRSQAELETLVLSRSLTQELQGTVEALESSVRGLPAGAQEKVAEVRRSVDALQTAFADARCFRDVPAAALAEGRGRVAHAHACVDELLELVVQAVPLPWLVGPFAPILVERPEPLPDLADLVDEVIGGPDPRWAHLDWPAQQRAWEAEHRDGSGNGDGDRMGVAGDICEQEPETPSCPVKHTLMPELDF
Target sequence (Q8WTS1 whole entry, looked up): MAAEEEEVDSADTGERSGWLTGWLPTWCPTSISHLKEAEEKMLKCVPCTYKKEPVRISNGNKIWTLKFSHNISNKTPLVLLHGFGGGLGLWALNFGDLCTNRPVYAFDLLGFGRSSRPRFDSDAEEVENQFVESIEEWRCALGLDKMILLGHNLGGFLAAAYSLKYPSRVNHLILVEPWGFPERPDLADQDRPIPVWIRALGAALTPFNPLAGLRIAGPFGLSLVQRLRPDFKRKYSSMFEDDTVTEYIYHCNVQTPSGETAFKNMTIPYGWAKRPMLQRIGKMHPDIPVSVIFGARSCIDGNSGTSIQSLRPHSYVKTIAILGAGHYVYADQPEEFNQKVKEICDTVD
N-glyco inh: N-linked glycosylation inhibition; D54 ERlucT glycosylation luciferase reporter, 24 h; percent of 100 nM tunicamycin response; reporter increase, % at 12.5 µM; 360,000 compounds, 0.23% hits; AID 588692;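 active = mean luciferase reporter signal, scaled so untreated is 0 and the glycosylation-blocking control 100, at or above a set limit in every replicate; inconclusive = mean reaches the limit but not every replicate does; inactive = mean below the limit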;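 note: luciferase carries N-glycosylation sites so blocking glycosylation raises the light; 0% = median of neutral control wells and 100% = median of 100 nM tunicamycin wells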
MC4R barr agon: activates human MC4R beta-arrestin recruitment | P32245 | U2OS MC4R beta-arrestin complementation, luminescence; percent of melanotan II response, DMSO zero | activation, % at 8.9 µM | 360,000 compounds, 0.98% hits;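 active = activation above a per-plate cutoff, the mean activation of sample wells on that plate plus 3 SD, cut at about 8% in these data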
NOD2-RIPK2 inh: inhibitors of human NOD2-RIPK2 interaction | O43353 | CHO BLA complementation NOD2-RIPK2, CCF4 ratio | inhibition, % at 4.98 µM | 360,000 compounds, 0.38% hits | AID 624267; in the data active = inhibition above about 21%;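 note: 0% = vehicle only and 100% = reference blocker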
ABCB6 inh 2: inhibitors of human ABC transporter ABCB6; Q9NP58; K562-ABCB6 porphyrin accumulation, flow cytometry, 1 h; active compounds read low; fluorescence ratio to DMSO, % at 10 µM; 360,000 compounds, 0.19% hits;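 active = fluorescence ratio to DMSO below 75%, the collection mean minus 3 SD; inconclusive = too few cells collected in the well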;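 note: signal is porphyrin accumulated inside mitochondria; 100% equals median channel fluorescence of DMSO control wells; lower ratio means ABCB6 inhibition with less porphyrin fluorescence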
aDG glyco up: increases alpha dystroglycan glycosylation. Pro5-aDG cells, alpha-DG glycosylation AlphaScreen (IIH6); 0% Pro5, 100% B10-LARGE cell signal. activation, % at 10 µM. 360,000 compounds, 0.22% hits. AID 624168;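 active = activation of at least 8% versus controls, or a plate z-score of at least 8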;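 note: Pro5 are CHO cells carrying HIG-tagged alpha-DG that lacks glycosylation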
MC4R antagonist: human MC4R antagonism in cAMP assay | P32245 | MC4R-expressing cells, MTII-stimulated cAMP, LANCE TR-FRET | inhibition, % at 6.5 µM | 360,000 compounds, 0.48% hits | AID 540295;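 active = inhibition above its plate's cutoff, the mean of tested wells on that plate plus 3 SD, cut at about 29% in these data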;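 note: 0% = Melanotan II alone and 100% = Melanotan II plus saturating MCL0020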
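System – human MC4R-expressing U2OS cells · Also added – Melanotan II · Dosing – one concentration, 6.5 µM nominal · Timing – 30-min compound, 1-h challenge, 1-h detection, room temperature · Measured by – Eu-cAMP/anti-cAMP TR-FRET, emission 671 nm · Replicates – singlicate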
Vif inh: HIV Vif inhibition; HEK293T cells, Vif self-association by quenched fluorescence, imaging, 24 h; inhibition, % at 7.49 µM; 340,000 compounds, 0.35% hits; in the data active = inhibition above about 50%, passing the limit was not always enough; inconclusive = no clear call, values can overlap the other calls; inactive = below about 31%; note: some results filed as inactive read as strong as hits
The depositor's hits bear a star; ? = inconclusive; nt = no result given. This is a subset; rates above refer to the full screens.

SMILES | TLR9-MyD88 inh | Granule exo inh | ABHD5-PLIN5 inh | N-glyco inh | MC4R barr agon | NOD2-RIPK2 inh | ABCB6 inh 2 | aDG glyco up | MC4R antagonist | Vif inh
CCC(=O)OCC(=O)Nc1ncc(C(F)(F)F)cc1Cl | -2 | -1 | -8 | 1 | -3.0 | 7 | 98 | -0.2 | 2 | -12
CC(=O)C1C(c2ccc(OC(F)F)cc2)NC(=O)NC1(O)C(F)(F)F (stereo unspecified) | 3 | 2 | -4 | 0 | -0.3 | -1 | 98 | 0.1 | 10 | 1
CCN(CC)C(=O)CSC1=C(C#N)C(c2cccs2)C=C(C)N1 (stereo unspecified) | -1 | -2 | -3 | -4 | -0.6 | 8 | 94 | -0.4 | 3 | 1
CCn1c(SCC(=O)NC2CCCC2)nnc1-c1ccco1 | 8 | -2 | -2 | -1 | -1.7 | -2 | 94 | -0.1 | 3 | 13
Cc1ccc(Oc2cc(-n3nc(C)cc3C)ncn2)cc1 | 4 | -1 | 1 | 0 | 0.8 | -1 | 93 | -0.1 | 5 | -12
Cc1cccc(NS(=O)(=O)c2cc3c4c(c2)CCN4C(=O)CC3)c1C | -2 | -3 | -6 | -2 | -2.5 | -8 | 101 | -0.2 | 8 | 6
CN(CC1CCOCC1)C(=O)CC1C(=O)NCCN1Cc1ccc(F)c(F)c1 (stereo unspecified) | -8 | -2 | -2 | 0 | -0.1 | 1 | 96 | -0.1 | 10 | 8
Cc1ccc(CNC(=O)c2ccc3c(=O)c(O)c(-c4ccc(C)cc4)[nH]c3c2)cc1 | -1 | 1 | 0 | -12 | 13* | -1 | 98 | 2.8 | 5 | -3
Cn1c(N)c(C(=O)c2ccc(Cl)c(S(=O)(=O)N3CCCCCC3)c2)c(=O)n(C)c1=O | -1 | 6 | 2 | 1 | -1.7 | 3 | 102 | -0.2 | 5 | nt
COc1ccc(NC(=O)CN(C)C(=O)COc2ccccc2Cc2ccccc2)cc1 | 0 | 4 | -9 | 0 | -0.4 | -9 | 100 | 0.3 | 9 | -4
Cn1cccc1C(=O)OCC(=O)NC(=O)c1ccc(Cl)cc1 | 11 | -8 | -3 | 1 | -1.8 | 5 | 95 | -0.1 | -4 | ?
CC1(C)CC(=O)C2=C(C1)OC(N)=C(C#N)[C@@]21C(=O)N(CC(N)=O)c2ccccc21 | 5 | -1 | 5 | 2 | 0.2 | -7 | 88 | 0.3 | -5 | 0
O=S1(=O)CCN2N=C(C3CC3)SC2=N1 | -1 | 4 | -2 | 3 | -0.1 | 1 | 95 | 0.0 | 4 | -1
COc1ccc(CC(=O)NCCN2CCCC2)cc1 | -2 | 2 | 2 | 2 | -0.8 | 6 | 115 | -0.2 | -1 | 0
CCCC(c1nnnn1Cc1ccccc1)N1CCC(C(N)=O)CC1 (stereo unspecified) | -4 | 0 | -1 | 0 | 0.6 | -1 | 106 | 0.2 | -1 | 32
CC1CCC(NC(=O)CCn2ccc3cc(S(=O)(=O)N4CCCC4)ccc32)CC1 (stereo unspecified) | 12 | -3 | 10 | 4 | -0.4 | -1 | 95 | -0.7 | -9 | -2
O=C(N[C@@H](Cc1ccc(O)cc1)C(=O)O)c1ccc(C(F)(F)F)cc1 | 5 | -6 | 2 | 2 | -3.1 | -5 | 102 | -0.1 | 4 | -3
CC(C)OCCCNc1ncnc2c1nc1n2CCCC1 | 2 | -6 | -30 | 0 | 0.0 | 0 | 104 | 0.0 | 13 | -10
Cc1ccccc1NC(=O)N(CCc1nc2ccccc2[nH]1)Cc1ccccc1 | -2 | -1 | -2 | -1 | 1.6 | -5 | 97 | 0.9 | -1 | -9
C#CCOCCOCCOCCNc1nc(N2CCN(C(=O)[C@H]([C@@H](C)CC)n3cc(CCCN=C(N)N)nn3)CC2)nc(N2CCN(C(=O)[C@H](CCCCN)n3cc(CCCC)nn3)CC2)n1 | 9 | -4 | 10 | 1 | -1.4 | 5 | 103 | -0.2 | 9 | -1
CC(=O)NC(Cc1ccccc1)C(=O)NC1CCN(C(=O)NC2CCCCC2)CC1 (stereo unspecified) | 2 | 0 | 0 | 1 | -0.1 | -10 | 91 | -0.2 | -4 | nt
CCN(CC1CCCN(CCc2cccc(F)c2)C1)C(=O)c1cc2ccccc2o1 (stereo unspecified) | -3 | 1 | 2 | -5 | -0.8 | -4 | 103 | 0.4 | 12 | -6
Cc1ccc(C)c(OCC(=O)Nc2ccccc2C(=O)NC2CC2)c1 | -3 | -5 | -3 | 0 | 2.4 | -6 | 98 | 0.2 | -1 | -9
Cc1cc(=O)[nH]c(-c2ccccc2)n1 | 8 | -3 | -2 | 1 | -1.1 | -8 | 91 | -0.2 | 4 | 12
Cc1ccc(O)c(C(=O)c2cnc3c(c2)COc2ccccc2-3)c1 | 12 | 3 | -9 | -6 | 1.2 | -5 | 93 | -0.1 | 6 | -13
O=C1NC2c3ccccc3C(=O)N2c2c1cnn2-c1ccccc1 (stereo unspecified) | 3 | 1 | 3 | 2 | 0.5 | -5 | 98 | -0.2 | 2 | -6
CC(C)Oc1cccc(C(=O)NC(=S)NCc2cccnc2)c1 | -11 | 1 | 2 | -4 | -1.5 | -7 | 97 | 0.6 | 2 | -26
O=c1[nH]c2ccccc2[nH]c1=O | -3 | -7 | 1 | 3 | -2.0 | 5 | 98 | -0.2 | 11 | 2
CCC(/C=C1\Oc2ccc(OC)cc2N1C)=C\c1sc2ccccc2[n+]1CCCS(=O)(=O)[O-] | 6 | -7 | 1 | 2 | -0.3 | -7 | 178 | -0.1 | 7 | 14
c1ccc(-c2nnc3ccc(N4CCC5(CC4)OCCO5)nn23)cc1 | 7 | -4 | -1 | 2 | -0.4 | -6 | 92 | -0.2 | 1 | -12

Next section:
SMILES,TLR9-MyD88 inh,Granule exo inh,ABHD5-PLIN5 inh,N-glyco inh,MC4R barr agon,NOD2-RIPK2 inh,ABCB6 inh 2,aDG glyco up,MC4R antagonist,Vif inh
Cc1cccnc1NC(=O)CNC(=O)COc1ccccc1,-4,-1,-9,1,-2.1,1,95,0.1,-4,-10
CCOC(=O)c1cccnc1SCC(=O)NC(C)CC (stereo unspecified),0,0,5,1,2.5,-19,102,0.2,-5,nt
Cc1cc(C)nc(-n2nc(C)cc2NC(=O)CNC2CCCCC2)n1,-5,0,1,2,-0.1,-10,95,-0.2,16,-2
Cc1cccc(NS(=O)(=O)c2cc(C(=O)NCCC3=CCCCC3)ccc2Cl)c1,-2,15,-5,-6,-1.9,5,98,0.1,2,-12
O=C(Cc1nn[nH]n1)NCCC1=CCCCC1,-3,-5,-3,3,-0.2,7,89,0.5,20,-2
Cc1ccccc1OCC(=O)Nc1ccncc1,-8,6,-4,1,-0.5,-4,95,0.7,-4,-4
O=C1CCC(=O)N1CN(Cc1ccco1)CN1C(=O)CCC1=O,-2,1,1,1,-1.1,2,92,-0.3,6,-10
Cn1cccc1C(=O)OCC(=O)c1ccc(Br)s1,-9,-6,-1,-1,-0.9,8,89,0.2,4,6
CN(Cc1ccccc1)C(=O)CCNS(=O)(=O)c1ccc2c(c1)oc(=O)n2C,8,-2,0,0,-0.9,-6,98,-0.1,0,-1
N#CCC(=O)Nc1ccc(C(=O)N2CCN(c3ccccn3)CC2)cc1,2,4,9,1,-1.0,-3,97,0.1,9,16
Cc1ccc(S(=O)(=O)NC2CCCCC2)cc1C(=O)N1CCC(C(N)=O)CC1,8,1,36*,2,-1.9,-3,94,-0.2,8,6
Cc1ccc(C)c(NC(=S)N2CCCCCC2)c1,0,0,4,1,-2.0,2,90,-0.2,8,10
CCOC(=O)c1cnc2c(cnn2C)c1NCCC#N,-1,-1,3,5,-0.1,-2,104,0.0,-1,0
O=C(NCCCCc1ccccc1)C1CC(c2cccc([N+](=O)[O-])c2)=NO1 (stereo unspecified),2,-11,-6,-1,-0.3,8,97,0.1,2,-5
COCCOC(=O)c1c(C)n(C)c2ccc(OC(=O)c3ccccc3F)cc12,-6,-1,2,1,1.0,1,98,0.0,2,16
Cc1[nH][nH]c(=O)c1C(c1ccccc1[N+](=O)[O-])C(C#N)C#N (stereo unspecified),5,2,-7,7,-2.6,-5,97,-0.1,5,nt
O=C(c1cc2c(=O)n3ccccc3nc2s1)N1CCN(c2cccc(Cl)c2)CC1,2,-5,-14,3,0.0,8,102,-0.1,-1,4
O=C(COC(=O)COc1ccc2c(c1)CCC2)Nc1ccccc1C(F)(F)F,-9,-7,-2,-1,1.3,-3,103,-0.1,12,3
CC(C)(O)P(C)(=O)c1ccccc1 (stereo unspecified),-3,-4,-1,1,0.3,2,99,-0.1,9,18
CCOC(=O)N1CCN(C(=O)COC(=O)CSc2ccc([N+](=O)[O-])cc2)CC1,0,6,-17,0,-3.9,-9,91,-0.2,9,8
Cc1ccc2nc(NCCCO)[nH]c2c1,2,9,2,2,-0.8,-5,101,0.5,6,14
CCOc1ccc2[nH]c(=O)c(CN(Cc3nnnn3Cc3ccccc3)CC3CCCO3)cc2c1 (stereo unspecified),-2,1,-14,-3,-0.6,8,99,0.0,0,-3
O=C(O)c1ccc(-c2nnc(-c3ccccc3)o2)cc1,-3,4,6,-8,-0.2,-4,94,0.0,4,13
COc1ccc(OC)c(C2C3=C(CCCC3=O)Nc3nnnn32)c1 (stereo unspecified),-4,1,-7,3,-0.7,2,99,-0.1,3,-3
COc1ccc(OC(=O)Cc2cccc3ccccc23)cc1,2,-13,2,-1,1.5,3,103,0.0,2,-2
COc1ccc(C(C)(O)c2nc(-c3ccc(F)c(Cl)c3)cs2)cc1 (stereo unspecified),nt,-5,-15,4,0.9,-4,97,-0.1,3,-5
CC1(C)CC(CCN)(Cc2ccccc2Cl)CCO1 (stereo unspecified),-5,-6,-6,-1,1.7,-7,96,-0.2,16,1

Compounds from the list above containing a CF3 group, in the order listed:
SMILES,TLR9-MyD88 inh,Granule exo inh,ABHD5-PLIN5 inh,N-glyco inh,MC4R barr agon,NOD2-RIPK2 inh,ABCB6 inh 2,aDG glyco up,MC4R antagonist,Vif inh
CCC(=O)OCC(=O)Nc1ncc(C(F)(F)F)cc1Cl,-2,-1,-8,1,-3.0,7,98,-0.2,2,-12
CC(=O)C1C(c2ccc(OC(F)F)cc2)NC(=O)NC1(O)C(F)(F)F (stereo unspecified),3,2,-4,0,-0.3,-1,98,0.1,10,1
O=C(N[C@@H](Cc1ccc(O)cc1)C(=O)O)c1ccc(C(F)(F)F)cc1,5,-6,2,2,-3.1,-5,102,-0.1,4,-3
O=C(COC(=O)COc1ccc2c(c1)CCC2)Nc1ccccc1C(F)(F)F,-9,-7,-2,-1,1.3,-3,103,-0.1,12,3
